# Source: PubChem BioAssay
# PDI inh – inhibitors of human protein disulfide isomerase | P07237 | PDI insulin aggregation turbidity, A650, 90 min | inhibition, % at 10 µM | 350,000 tested, 0.052% active | AID 588391;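 active = mean inhibition across replicates of 30% or more, whatever share of single replicates reach that level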;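 note: absorbance from insulin aggregation driven by PDI reduction with DTT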
# Target sequence (P07237 whole entry, looked up): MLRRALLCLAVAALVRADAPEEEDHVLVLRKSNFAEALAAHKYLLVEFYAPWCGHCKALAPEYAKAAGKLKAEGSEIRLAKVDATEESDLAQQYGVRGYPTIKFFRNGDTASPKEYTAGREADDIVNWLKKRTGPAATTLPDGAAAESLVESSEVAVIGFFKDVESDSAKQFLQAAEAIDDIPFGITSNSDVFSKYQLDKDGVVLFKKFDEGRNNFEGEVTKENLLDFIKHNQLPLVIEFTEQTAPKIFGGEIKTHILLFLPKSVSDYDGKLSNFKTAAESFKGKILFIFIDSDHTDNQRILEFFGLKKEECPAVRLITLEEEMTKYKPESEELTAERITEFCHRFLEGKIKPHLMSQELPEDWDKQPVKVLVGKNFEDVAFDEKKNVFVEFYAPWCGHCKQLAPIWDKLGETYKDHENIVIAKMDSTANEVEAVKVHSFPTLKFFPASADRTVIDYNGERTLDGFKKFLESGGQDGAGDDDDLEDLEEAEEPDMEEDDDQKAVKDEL
# Peg3 promoter – Peg3 promoter activity inhibition | HeLa PEG-Prom luciferase reporter, luminescence, overnight | inhibition, % at 20 µM | 360,000 tested, 1.7% active;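 active = inhibition of at least 50% at 20 µM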
# HIF-2a block – inhibitors of HIF-2a; 786-0 RCC cells HIF-2a reporter, luciferase luminescence, overnight; AID 624352; inhibition, % at 18.8 µM; 360,000 tested, 0.72% active;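 active = inhibition of the luminescence signal of 40% or more relative to plate controls, in a single-dose primary screen at 18.75 µM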
# TRPM1 prom inh – reduces MITF-dependent TRPM1 promoter luciferase signal; SK-MEL-5 TRPM1 promoter luciferase, 24 h; inhibition, % at 12.5 µM; 330,000 tested, 0.83% active; AID 488899;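 active = mean inhibition across replicates of 60% or more, whatever share of single replicates reaches that level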; note: values of inactives mirror those of a sister screen read the other way
# CaV13 FRET inh – Disruptors of the CACNA1D IQ motif to Ca2+-dependent inactivation inhibitor domain association, primary screening, Förster resonance energy transfer in intact living …; inhibition, % at 12.3 µM; 340,000 tested, 0.098% active; HEK cells, CFP/YFP FRET ICDI-IQ, plate reader, 10 min; percent FRET-ratio fall versus neutral wells;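 active = mean replicate inhibition of at least 30% and at least 1% of replicates passing that level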;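 note: 0% = median of the neutral control wells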
# CF NFkB inh – blocks PAF-induced NF-kB reporter in cystic fibrosis cells; inhibition, % at 5 µM; KKLEB NF-kB-GFP reporter, GFP fluorescence overnight; 360,000 tested, 0.86% active; AID 588850;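 active = at least 50% inhibition at 5 µM, scaled per plate between neutral and stimulator controls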;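 note: PAF is a Pseudomonas aeruginosa culture filtrate used as stimulus; plate controls were PAF-stimulated DMSO wells for no effect and unstimulated DMSO wells for full effect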
# NR2E3 ag-1 – NR2E3 (human) agonism; inhibition of corepressor binding, % at 4.78 µM; 320,000 tested, 0.12% active; GST-NR2E3/biotin-RetCOR TR-FRET, 1536-well; Q9Y5X4; AID 2300;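 active = percent inhibition above the cutoff of mean plus 3 SD of all tested compounds, set per screening campaign, cut at about 20% in these data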;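 note: 0% = DMSO wells and 100% = biotin wells as full block of FRET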
# Target sequence (Q9Y5X4 whole entry, looked up): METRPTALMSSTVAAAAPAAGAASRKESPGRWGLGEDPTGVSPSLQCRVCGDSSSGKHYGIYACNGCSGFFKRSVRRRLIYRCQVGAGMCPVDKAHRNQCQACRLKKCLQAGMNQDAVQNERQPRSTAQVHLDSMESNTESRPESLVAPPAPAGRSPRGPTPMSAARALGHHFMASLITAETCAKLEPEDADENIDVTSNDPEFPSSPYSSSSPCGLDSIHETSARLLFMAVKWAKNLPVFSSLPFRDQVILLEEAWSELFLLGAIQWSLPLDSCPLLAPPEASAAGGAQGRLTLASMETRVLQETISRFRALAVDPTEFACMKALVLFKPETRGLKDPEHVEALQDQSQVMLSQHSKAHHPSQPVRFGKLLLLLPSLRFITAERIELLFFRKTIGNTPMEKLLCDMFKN
#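 Material: NR2E3–RetCOR corepressor complex / Amount: 1.35 nM GST-NR2E3 / Medium: Tris pH 7.5 / Compound: single nominal compound dose of 4.8 µM / Incubation: 5 h at 4 °C / Technique: TR-FRET, Eu(K)-anti-GST donor, streptavidin-D2 acceptor, ex 340, em 617/671 nm / Read-out basis: percent loss of FRET ratio relative to control wells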
# KKLEB tox – counter-screen for CF NF-kB inhibitors: cytotoxicity. 360,000 tested, 0.36% active. activity change (cytotoxicity), % at 5 µM. KKLEB CF airway cells viability, ATPlite luminescence, overnight; active compounds read low; cells stimulated with P. aeruginosa culture filtrate;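 active = corrected activity change at or below -50% at 5 µM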
# Shn3 inh set2 – inhibitors of Schnurri-3 3'UTR reporter in osteoblasts; Clone20 osteoblast Shn3 3'UTR firefly luciferase, 24 h; inhibition, % at 12.5 µM; 360,000 tested, 0.52% active; AID 588674;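 active = mean inhibition of at least 75% with every replicate also reaching 75%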;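 note: 0% = median of neutral control wells and 100% = pilot-screen positive control compound; some compounds past the cut are filed as inactive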
# Vif inh – inhibitors of HIV Vif; 340,000 tested, 0.35% active; inhibition, % at 7.49 µM; AID 602346; HEK293T cells, Vif self-association by quenched fluorescence, imaging, 24 h; in the data active = inhibition above about 50%, passing the limit was not always enough; note: some results filed as inactive read as strong as hits
# NR2E3 ag-2 – activates human NR2E3 receptor; Q9Y5X4; CHO-S Gal4-NCOR/VP16-NR2E3 two-hybrid, luciferase; inhibition of corepressor binding, % at 3.98 µM; 360,000 tested, 0.35% active; AID 602229;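 active = inhibition above the mean of all tested compounds plus 3 SD, cut at about 70% in these data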;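 note: 0% = DMSO with NR2E3 transfected cells and 100% = cells lacking NR2E3 construct; higher means lower luciferase signal from less NR2E3 corepressor binding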
# Starred values were filed as active, the others as inactive; i = inactive; / = no result given.
Structure	Vif inh	CF NFkB inh	PDI inh	Shn3 inh set2	CaV13 FRET inh	KKLEB tox	NR2E3 ag-1	HIF-2a block	TRPM1 prom inh	Peg3 promoter	NR2E3 ag-2
O=C1c2ccccc2C(=O)N1CN(C(=O)COc1ccccc1)c1ccc(F)cc1	6	5	-7	-9	-2	9	4	10	-16	-13	-10
COc1cc(C(=O)N2CCOC23CCN(Cc2ccccc2)CC3)cc(OC)c1OC	9	-8	-3	13	-5	9	/	12	/	14	-28
CC(C)CCSc1ncnc2c1oc1nc3c(cc12)COC(C)(C)C3	1	19	-5	40	-9	-26	-2	12	-15	-15	33
COc1cc2ccccc2cc1C(=O)Nc1ccc(N2CCOCC2)cc1	2	-16	-9	-18	-7	0	7	-74	6	-8	-12
CCCCOC1CC(c2ccc(OCc3ccc(OC)cc3)c(OC)c2)N(C)O1 (configuration not stated)	-1	13	2	72	6	-9	4	-60	-4	-57	1
c1ccc(Cn2nnnc2CN2CCN(c3ncccn3)CC2)cc1	24	1	11	4	-5	-3	3	-4	12	24	-14
Cc1ccc2c(n1)sc1c(-c3ccccc3)c(C#N)c(N)nc12	-5	-2	-3	-4	-3	-15	3	12	15	19	-7
COc1ccc(NC(=O)C2C3CCC(C3)C2C(=O)O)cc1OC (configuration not stated)	34	-13	6	12	-4	3	1	0	5	2	-11
OCC(O)CN1CCCC1 (configuration not stated)	-6	-5	-3	1	-20	5	1	21	/	12	-16
CN(C)C(CNC(=O)c1cccc(C#N)c1)c1ccco1 (configuration not stated)	14	15	-4	2	-17	-2	3	15	17	3	12
Fc1ccc(F)c(NC2=NCCCCC2)c1	8	-14	-9	5	-4	3	0	8	0	14	-19
O=C(COC(=O)c1ccc(O)cc1O)NC1CCCCCC1	-17	-16	5	21	-15	6	2	0	-10	-14	23
CCn1c(SCC(=O)Nc2oc(C)c3c(C)n[nH]c(=O)c23)nnc1-c1ccco1	8	3	6	-26	-6	-10	/	-4	/	8	8
COc1ccc(NC(=O)c2ccccc2NC(=O)C2CCCO2)cc1 (configuration not stated)	10	-22	7	-39	-8	15	2	-121	-26	-31	-12
Cc1ccc(-c2cc(C(=O)N/N=C/c3ccc(F)cc3)n[nH]2)o1	23	-11	9	-4	-3	-7	0	6	19	-16	-17
COc1ccc(Br)cc1/C=N/Nc1cccc(C(=O)O)c1	-12	3	1	-32	-19	-6	1	-165	-7	-231	-86
O=[N+]([O-])C(/C=C(/Cl)[N+](=O)[O-])=C(N1CCCCC1)N1CCCCC1	-3	17	3	-9	-5	-13	-3	9	35	-12	14
O=C(Cc1cccs1)N1CCN(S(=O)(=O)c2ccccc2)CC1	4	-1	-2	13	-3	5	3	20	9	-8	7
NS(=O)(=O)c1ccc(CNC(=O)CCCSc2ccccc2)cc1	-1	8	14	-3	-2	2	0	7	12	3	-10
COc1ccc(CC(=O)OCCN(C)C)cc1	12	1	6	-1	-5	8	0	8	-10	0	4
O=C(Cc1ccsc1)NNC(=O)c1ccccc1Cl	13	-10	-11	-7	-6	-2	2	1	2	0	-29
COc1cc(CC(=O)Nc2cc(S(C)(=O)=O)ccc2Cl)cc(OC)c1OC	-1	7	-3	4	-18	5	-1	5	0	4	10
Cc1cc(-c2ccccc2)n(-c2ccc(C(=O)N3CCN(c4ncccn4)CC3)cc2)n1	-4	1	0	9	-6	-15	1	16	-8	7	-1
CN(Cc1ccccc1)CC(O)COc1ccc(CNCCCOc2cccnc2)cc1 (configuration not stated)	-4	2	1	-7	18	-5	-5	12	-13	20	8
COC(=O)c1c(NC(=O)CN2C(=O)C(=O)N(CC(C)C)C2=O)sc2c1CCCCC2	-1	-1	-1	10	-6	-10	0	0	0	0	-49
COc1ccc(CCN(C)C(=O)CSc2nc3ncc(Cl)cc3[nH]2)cc1OC	-7	9	0	2	-5	0	1	19	1	-3	-38
Cc1cccc(OCC(=O)NCCNC(=O)c2cccnc2)c1	18	-3	-4	-14	-3	3	8	6	-2	-7	-25
CC[C@]12c3[nH]c4ccc(OC)cc4c3CCN1C(=O)C(CC(=O)NCc1ccco1)C[C@@H]2C(=O)N1CCN(C(=O)C2CC2)CC1 (some centres not stated)	-2	2	-2	-9	-12	18	/	8	-2	-7	-22
COCc1[nH]nc2c1C(c1cc(OC)c(O)c(OC)c1)C(C#N)=C(N)O2 (configuration not stated)	-18	-13	5	-1	-4	5	-3	10	-9	7	14
CC1CCCC(NS(=O)(=O)c2ccc3c(c2)OCCO3)C1C (configuration not stated)	-14	3	-3	8	0	9	-2	28	16	13	-12

# Remaining list, next part
Structure	Vif inh	CF NFkB inh	PDI inh	Shn3 inh set2	CaV13 FRET inh	KKLEB tox	NR2E3 ag-1	HIF-2a block	TRPM1 prom inh	Peg3 promoter	NR2E3 ag-2
C=CCC(=O)N1CCC(n2nccc2NC(=O)CCOc2ccccc2)CC1	18	5	-1	2	/	-11	1	-41	5	-27	-14
COc1ccc(NC(=O)CCNC(=O)Cn2ccc3ccccc3c2=O)cc1Cl	3	23	6	15	-2	-4	-2	14	-5	13	7
Cc1ccc(C(=O)Nc2ccccc2Oc2ccccc2)cc1[N+](=O)[O-]	/	6	-1	18	-5	-3	0	0	7	19	-32
COc1ccc(C2C(C#N)=C(N)Oc3cc(C)n(CCN4CCOCC4)c(=O)c32)cc1OC (configuration not stated)	1	10	4	-10	/	9	-2	17	-11	0	6
Cc1cc(/C=C2\SC(=S)NC2=O)c(C)n1C	i	2	11	-2	-9	12	3	-35	3	-26	-17
COc1ccc(C(=O)N2CCC(C(=O)Nc3ccc4c(c3)OCO4)CC2)cc1	4	4	1	23	-7	1	13	20	-17	9	-11
Cc1ccc2c(cnn2C(=O)CCC(=O)NC2CCCC2)c1	0	18	/	-26	-6	-8	1	1	/	6	10
Fc1ccc(-c2nc3c(-c4ccc(F)cc4)cnn3cc2CCN2CCOCC2)cc1	20	-9	-3	-16	1	-1	0	8	-4	13	-9
COC(=O)CC1C(=O)NCCN1C(=O)c1oc2c(C)c(C)ccc2c1C (configuration not stated)	-3	-6	6	-1	-6	-2	/	-36	/	-12	-20
NC(=O)C1(N2CCCCC2)CCN(C(=O)CSc2nc(C(F)(F)F)cc(=O)[nH]2)CC1	/	4	4	-5	-1	1	-2	0	-2	11	6
NC(=O)C1CCN(C(=O)c2cccc(S(=O)(=O)N3CCc4ccccc4C3)c2)CC1	-1	7	-3	8	-2	2	4	17	-2	12	-20
CN1C(=O)Cn2c1nc1ccccc12	-6	20	7	3	/	-4	0	13	3	-6	-13
C=CCN(CC=C)C(=S)NC(=O)c1ccc(C)c(Br)c1	-5	2	-1	8	-5	2	1	8	7	11	26
COc1ccc(OC)c(-n2c(SCC(=O)Nc3cc(C)on3)nnc2-c2c[nH]c3ccccc23)c1	14	7	/	17	-2	-3	-1	-13	/	6	-6
Cc1cccc(N2CCN(CC(O)COc3ccc(Cl)cc3)CC2)c1 (configuration not stated)	-3	-4	1	-11	-19	8	2	5	-9	21	-14
O=C(Nc1ccc(Cl)cc1)C1CCCN(c2cnccn2)C1 (configuration not stated)	-13	10	2	-16	-15	0	0	-24	-2	-34	-19
Cc1nnsc1SC(C)C(=O)O (configuration not stated)	2	10	-5	-14	-5	-9	0	11	-14	4	-5
CCOc1ccc(N)c(SSc2cc(OCC)ccc2N)c1	-1	-25	-5	-15	-19	18	-12	-63	-5	-120	-96
N#C/C(=C/C1=C(N2CCOCC2)C(=C/c2ccc(Cl)cc2Cl)/CC1)C(=O)Nc1ccccc1F	0	24	-2	1	-5	-34	/	6	4	20	-2
CCCCOC(=O)Nc1cccc(C(C)=O)c1	1	-4	-3	-19	-3	3	-2	-69	-8	-51	-45
COc1nc(N)nc2c1ncn2C1OC(CO)CC1O (configuration not stated)	2	-24	-11	-33	-6	7	/	-4	-1	0	-40
O=C(Cc1ccccc1)NNC(=S)Nc1ccc(Cl)cc1	4	2	-16	1	-2	9	-2	-27	0	-43	-24
Oc1c(Cl)cc(Cl)cc1C=Nc1cc(C(F)(F)F)ccc1N1CCc2ccccc2C1	-6	43	-1	-65	-20	-40	1	-251	-37	-140	-156
Nc1c(C(=O)Nc2ccc(F)cc2)sc2nc(-c3ccco3)ccc12	/	-20	-9	-6	-18	5	3	-101	-2	-56	-25
COCCCNC(=S)NNC(=O)c1ccc2c(c1)OCO2	7	-3	-2	-26	-4	5	3	-64	7	-17	-16
COc1cc2c(C#CCCCO)c(-c3ccsc3)oc(=O)c2cc1OC	-20	-177	-5	-2	17	-18	/	-11	4	-2	-14
CSCC[C@H](NC(=O)[C@@H]1Cc2ccccc2CN1)C(=O)Nc1ccc2c(c1)OCCO2	-1	-4	16	-27	-7	4	12	-158	-7	-186	5
O=C1NC(Nc2ccccn2)(C(F)(F)F)C(=O)N1c1ccc(F)cc1 (configuration not stated)	-7	-2	-3	11	-8	3	1	14	5	7	6
COCCNc1nc(C(C)(C)C)nc2c1nnn2Cc1ccccc1Cl	3	6	-15	23	-7	0	2	23	10	14	10
CC(=O)Nc1ccc(NC(=O)CNC(=O)COc2ccccc2)cc1	5	-3	-2	4	-5	3	2	9	8	-3	-18
COC(=O)c1ccc(NC(=O)C2CCCN2S(=O)(=O)c2ccc(C)cc2)cc1 (configuration not stated)	-2	-29	/	2	-2	-5	-3	14	-6	-2	-4
O=C(CN1C(=O)NC2(CCc3ccccc32)C1=O)c1ccc(Br)s1 (configuration not stated)	-17	10	-3	2	-6	0	2	8	15	-6	2

# Five successive records out of the list so far:
Structure	Vif inh	CF NFkB inh	PDI inh	Shn3 inh set2	CaV13 FRET inh	KKLEB tox	NR2E3 ag-1	HIF-2a block	TRPM1 prom inh	Peg3 promoter	NR2E3 ag-2
C=CCC(=O)N1CCC(n2nccc2NC(=O)CCOc2ccccc2)CC1	18	5	-1	2	/	-11	1	-41	5	-27	-14
COc1ccc(NC(=O)CCNC(=O)Cn2ccc3ccccc3c2=O)cc1Cl	3	23	6	15	-2	-4	-2	14	-5	13	7
Cc1ccc(C(=O)Nc2ccccc2Oc2ccccc2)cc1[N+](=O)[O-]	/	6	-1	18	-5	-3	0	0	7	19	-32
COc1ccc(C2C(C#N)=C(N)Oc3cc(C)n(CCN4CCOCC4)c(=O)c32)cc1OC (configuration not stated)	1	10	4	-10	/	9	-2	17	-11	0	6
Cc1cc(/C=C2\SC(=S)NC2=O)c(C)n1C	i	2	11	-2	-9	12	3	-35	3	-26	-17
